Bioassay records as filed in PubChem.
RXFP1 agonist: RXFP1 (human) receptor agonism. Q9HBX9. HEK293T-RXFP1 cAMP TR-FRET, 30 min; response scale: percent of porcine relaxin response, buffer zero. Potency, µM (highest dose often 57.5 µM), without a hit: at the highest dose activation, most hits filed as activators. 370,000 compounds, 0.3% hits. AID 2676; note: % is set by controls: 0 for no effect and ±100 for the full control effect; nearly all actives have a fitted effect of over 60% in size; many of its hits are not listed in these tables
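Agonist response is measured as cAMP accumulation in an RXFP1-transfected HEK293T line under PDE4 inhibition. Values are scaled between buffer-only and 29 nM porcine relaxin, and EC50s come from standard Hill equation fits.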
Vif-APOBEC3G blk: blocks the Vif interaction with human APOBEC3G; Q9HC16; HeLa A3G-eYFP + Vif (tagged APOBEC3G with the HIV-1 protein that degrades it), YFP fluorescence, overnight; Potency, µM (highest dose often 46.1 µM), for inactives: at the top dose activity, negative = active, actives largely listed as inhibitors; 410,000 compounds, 0.076% hits; AID 602310;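 note: % is set by controls: 0 for no effect and ±100 for the full control effect; nearly all actives have a fitted effect of over 60% in size; hits raise eYFP signal because A3G escapes Vif-driven loss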
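Read-out is eYFP fluorescence (Ex 488/Em 500-530) from Vif-expressing HeLa A3G-eYFP cells; more signal means A3G escaped Vif-mediated degradation. Cells plated overnight, compound pinned in, incubated overnight at 37 deg C.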
Vif-APOBEC3F blk: blocks the Vif interaction with APOBEC3F; HeLa A3F-eYFP + Vif (tagged APOBEC3F with the HIV-1 protein that degrades it), YFP fluorescence increase; Potency, µM (series often up to 46.1 µM), inactives show at the highest dose activity, negative = active; 390,000 compounds, 0.2% hits; AID 602313; note: % of control where 0% means no effect; nearly all actives have a fitted effect of over 65% in size
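HeLa cells stably expressing Vif plus C-terminally eYFP-tagged A3F were seeded, incubated overnight at 37 deg C, dosed with compound, incubated overnight again at 37 deg C. Yellow fluorescence (Ex 488/Em 500-530) reported blocked Vif-mediated A3F-eYFP degradation.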
12-LOX inh: ALOX12 (human) lipoxygenase inhibition | purified 12hLO, xylenol orange hydroperoxide absorbance | Potency, µM (series often up to 108 µM), for the others: top-dose activity change, negative = inhibition, most hits filed as inhibitors | 580,000 compounds, 1.1% hits | AID 1671190; note: % is set by controls: 0 for no effect and ±100 for the full control effect
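Purified human 12hLO at 150 nM in 25 mM Hepes, 0.01% Triton X-100, pH 7.0, preincubated 15 min at room temperature with compound. Reaction started with 40 uM arachidonic acid, 30 min at room temperature. Hydroperoxide measured by Fe-xylenol orange, 573/405 nm absorbance ratio.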
IDH1 R132H inh: inhibitors of human mutant IDH1 R132H. O75874. IDH1-R132H enzyme, NADPH consumption, diaphorase/resazurin fluorescence. Potency, µM (top dose mostly 76.6 µM), for inactives: top-dose activity change, negative = inhibition, most hits filed as inhibitors. 390,000 compounds, 0.093% hits. AID 602179; note: % is set by controls: 0 for no effect and ±100 for the full control effect; nearly all actives have a fitted effect of over 65% in size
Target sequence (O75874 whole entry R132H, stated change not applied): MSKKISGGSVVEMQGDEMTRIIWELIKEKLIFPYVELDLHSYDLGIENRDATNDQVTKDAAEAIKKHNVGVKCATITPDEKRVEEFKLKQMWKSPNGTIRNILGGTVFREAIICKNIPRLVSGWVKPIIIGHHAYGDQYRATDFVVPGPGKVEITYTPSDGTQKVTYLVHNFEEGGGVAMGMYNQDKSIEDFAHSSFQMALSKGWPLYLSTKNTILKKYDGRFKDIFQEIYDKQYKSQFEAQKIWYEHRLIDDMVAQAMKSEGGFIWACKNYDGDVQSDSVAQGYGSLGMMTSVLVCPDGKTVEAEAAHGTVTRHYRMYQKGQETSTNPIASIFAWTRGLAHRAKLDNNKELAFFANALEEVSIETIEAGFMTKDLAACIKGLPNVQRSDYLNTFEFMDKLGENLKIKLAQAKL
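IDH1-R132H (0.5 ug/mL dispensed) in pH 7.5 Tris buffer was preincubated 30 min with compound, then given a substrate mix of 0.016 mM NADPH and 2 mM alpha-KG for 80 min at room temperature; remaining NADPH was read by diaphorase/resazurin fluorescence.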
USP1-UAF1 inh: blocks the human USP1/UAF1 deubiquitinase complex. O94782. 390,000 compounds, 0.23% hits. recombinant USP1/UAF1, Ub-Rhodamine cleavage fluorescence. Potency, µM (highest dose often 57.1 µM), for inactives: at the highest dose activity change, negative = inhibition, actives largely listed as inhibitors; note: % is set by controls: 0 for no effect and ±100 for the full control effect; nearly all actives have a fitted effect of over 60% in size; inactives centre near -12
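USP1/UAF1 complex at 1 nM was preincubated with compound for 15 min at room temperature, then Ub-Rho substrate (150nM final) was added. Fluorescence (480/540 nm) was read kinetically, 6 reads every 60 seconds.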
TrxR1 inh: blocks rat thioredoxin reductase 1. O89049. recombinant rTrxR1, NADPH fluorescence consumption, selenite substrate. Potency, µM (highest dose often 114 µM), without a hit: top-dose activity change, negative = inhibition, actives largely listed as inhibitors. 390,000 compounds, 1% hits; note: % is set by controls: 0 for no effect and ±100 for the full control effect; nearly all actives have a fitted effect of over 65% in size
Target sequence (O89049 whole entry, looked up): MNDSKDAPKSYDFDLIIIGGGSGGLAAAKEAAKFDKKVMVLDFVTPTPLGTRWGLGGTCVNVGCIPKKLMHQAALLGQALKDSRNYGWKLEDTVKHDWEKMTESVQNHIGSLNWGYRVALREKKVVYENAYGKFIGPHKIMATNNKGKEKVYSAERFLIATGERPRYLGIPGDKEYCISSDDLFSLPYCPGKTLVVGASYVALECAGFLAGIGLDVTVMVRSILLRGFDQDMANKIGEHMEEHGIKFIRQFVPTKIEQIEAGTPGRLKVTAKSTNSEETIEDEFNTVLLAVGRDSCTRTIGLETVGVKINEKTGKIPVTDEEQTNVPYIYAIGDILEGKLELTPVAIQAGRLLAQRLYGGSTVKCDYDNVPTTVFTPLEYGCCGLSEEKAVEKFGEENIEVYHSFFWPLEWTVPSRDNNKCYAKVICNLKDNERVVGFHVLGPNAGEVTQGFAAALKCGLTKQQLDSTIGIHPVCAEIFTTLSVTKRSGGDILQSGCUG
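Rat TrxR1 (90 nM in the dispensed reagent) was pre-reduced with 400 uM NADPH for 5 min at room temperature, then incubated with compound for 15 min. After 400 uM selenite was added, NADPH fluorescence (Ex 340/Em 450 nm) was followed for 8 min.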
TrxR1 substrate: is turned over as a substrate by rat TrxR1. Potency, µM (titrated, usually from 114 µM), for the others: at the highest dose activity change, negative = substrate turnover. O89049. purified TrxR1 substrate turnover, NADPH consumption readout. 390,000 compounds, 0.01% hits; note: % is set by controls: 0 for no effect and ±100 for the full control effect; nearly all actives have a fitted effect of over 50% in size
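Rat TrxR1, dispensed at 90 nM, was prereduced with 400 uM NADPH (final) for 5 min at ~22 deg C, then incubated with compound 15 min before 400 uM selenite. A first-read NADPH fluorescence drop versus no-compound background flagged substrates.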
RGS4 inh: human RGS4 inhibition; P49798; Transcreener GDP fluorescence polarization, RGS4-accelerated GTP hydrolysis; Potency, µM (top dose mostly 114 µM), for inactives: at the highest dose activity change, negative = inhibition, hits mostly inhibitors; 390,000 compounds, 0.039% hits; AID 504845; note: % is set by controls: 0 for no effect and ±100 for the full control effect; nearly all actives have a fitted effect of over 75% in size; some results filed as inactive show a strong effect at the top dose
Target sequence (P49798 whole entry, looked up): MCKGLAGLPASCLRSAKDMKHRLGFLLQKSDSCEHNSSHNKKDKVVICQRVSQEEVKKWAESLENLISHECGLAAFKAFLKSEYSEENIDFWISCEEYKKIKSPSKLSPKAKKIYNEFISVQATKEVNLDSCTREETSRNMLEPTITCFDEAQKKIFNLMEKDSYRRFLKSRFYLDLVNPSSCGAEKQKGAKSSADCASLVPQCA
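MLSMR compounds (23 nl, pin-transferred) preincubated 10 min at room temperature with a 500nM (2x) first reagent, then RGS4 at 900nM (2x) plus Transcreener GDP mix added; fluorescence polarization (620/688 nm) read before and after 90 min at 30 °C.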
Numbers without * were called inactive; ? = inconclusive; nt = not tested or not shown; [ ] = dose if it differs, or a comment. Calls come from the whole dose curve; as a rule, active = well fitted curve in the direction sought with a large enough effect; inconclusive = small, poorly fitted or top-dose-only effect, or another doubt; inactive = no such curve, though single readings can be large; an effect the other way counts as inactive or inconclusive. Potency is the fitted concentration of half-maximal effect.

| Structure | RXFP1 agonist | Vif-APOBEC3G blk | Vif-APOBEC3F blk | 12-LOX inh | IDH1 R132H inh | USP1-UAF1 inh | TrxR1 inh | TrxR1 substrate | RGS4 inh |
| --- | --- | --- | --- | --- | --- | --- | --- | --- | --- |
| CC(NS(=O)(=O)c1ccc([N+](=O)[O-])cc1)C(=O)NN (stereo not drawn) | 0.4% | -3.5% | -4.6% | -15.0% | 6.1% | -18.4% | 24.4% | 0.3% | -7.9%[56.9 µM] |
| Cc1cc(C)c(NC(=S)NCC2CCN(C(C)c3ccccc3)C2)c(C)c1 (stereo not drawn) | 2.5% | 1.5% | 3.8% | ? | 25.3% | -19.2% | 27.5% | 5.0% | ? |
| CCOC(=O)Cn1cnc2c(cnn2-c2ccccc2)c1=O | 0.0% | -3.9% | 0.2% | -5.2% | -2.5% | 2.5% | -7.9%[57.1 µM] | -5.4% | -4.5% |
| CCOC(=O)c1ccc(N2C(=O)c3n[nH]c(C)c3C2c2ccc(CC)cc2)cc1 (stereo not drawn) | 0.0% | -20.2% | -12.5% | -14.8% | ? | -13.4% | -4.8% | 9.4% | 8.0% |
| Cc1onc(-c2c(F)cccc2Cl)c1C(=O)N1CCN(c2ncc(Br)cn2)CC1 | -1.1% | -0.9% | -1.6% | 0.0% | 8.6% | -0.2% | 7.3%[57.1 µM] | 9.5%[57.1 µM] | 6.5% |
| CC1CC(C)CN(C(=O)CSc2nnc3ccccn23)C1 (stereo not drawn) | nt | -2.0% | -7.5% | ? | -1.0% | 3.2% | 15.9% | 22.7% | -42.0% |
| Cc1ccc(S(=O)(=O)C(C#N)c2nc3ccccc3nc2N2CCN(C)CC2)cc1 (stereo not drawn) | 2.6% | -0.1% | -11.7% | ? | 5.0% | -0.6% | -17.3% | -8.2% | -14.2% |
| NC(=O)COc1ccc(C(=O)NCC2(N3CCOCC3)CCCCC2)cc1 | -2.6% | 3.0% | 0.0% | 138.9%[activator] | 10.0% | -21.3% | 24.6% | 4.3% | 4.4% |
| CC(=O)c1ccc(-c2c(C3C4C=CCC(C)C4C(=O)N3Cc3ccccc3)ccc3ccccc23)cc1 (stereo not drawn) | nt | 1.4% | nt | nt | nt | nt | -7.2% | -6.0% | -13.7% |
| Cc1ccc2cc(C=O)c(N3CCOCC3)nc2c1C | 13.4% | 0.8% | -10.3% | 6.5% | 5.8% | -18.3% | 18.0%[57.1 µM] | 9.8%[57.1 µM] | -3.2% |
| CCOC(=O)c1nnn(CC(=O)N2N=C(c3ccc(Cl)cc3)CC2c2ccc(OC)cc2)c1C(=O)OCC (stereo not drawn) | -1.5% | 2.3% | nt | -3.0% | -2.4% | -16.6% | 31.3%[activator] | 16.9% | 2.5% |
| CC(C)[C@H](NC(=O)c1ccccc1F)C(=O)NCCc1ccccc1 | 5.3% | -0.3% | 0.9% | -18.8% | -6.2% | ? | 29.2% | 5.0% | -10.3% |
| Oc1cccc(-c2nc3ccccc3s2)c1 | 2.6% | -22.2% | 6.5% | ? | 3.5% | -23.3% | 20.8%[57.1 µM] | -4.3%[57.1 µM] | -22.8% |
| Cc1c(Cl)c([N+](=O)[O-])nn1CCCC(=O)NC(C)c1ccccc1 (stereo not drawn) | 6.6% | -0.9% | -3.6% | -1.5% | 3.2% | -2.0% | -10.0% | -11.1% | 33.8% |
| Cc1cc(-c2nc3cccnc3s2)ccc1NS(=O)(=O)c1ccc2c(c1)OCCO2 | 4.8% | -5.3% | -2.3% | 27.6% | -4.8% | 3.0% | 6.8%[57.1 µM] | 98.4%[activator][57.1 µM] | 28.3% |
| Cc1nn(-c2ccccc2)c2sc(C(=O)O)cc12 | -0.7% | 1.1% | 0.1% | 0.0% | -6.0% | -12.2% | 13.5%[57.1 µM] | 11.7%[57.1 µM] | 3.1% |
| Clc1ccc2[nH]c3c(NCCN4CCOCC4)ncnc3c2c1 | 1.3% | 6.3% | -0.5% | 3.4% | -0.8% | 1.4% | 6.8% | 4.2% | -20.8% |
| CN(C)c1ccc(C(=O)/C=C/c2ccco2)cc1 | -0.5% | -12.6% | 3.9% | ? | 7.4% | 0.2% | ? | -18.5% | -14.7% |
| CCN(CC)c1nc(C(N)=O)cc(-c2ccccc2)n1 | 0.4% | -0.4% | 4.8% | 0.0% | -8.2% | -15.1% | 8.4% | -2.4% | -2.9% |
| COc1cc(OC)cc(-c2nnc(Nc3nc4c(F)cccc4s3)o2)c1 | 5.9% | 0.7% | -2.8% | 24.2% | 0.0% | ? | 21.2% | 23.7% | -7.5% |

Two of the compounds above, as labelled records:
> CC(=O)c1ccc(-c2c(C3C4C=CCC(C)C4C(=O)N3Cc3ccccc3)ccc3ccccc23)cc1 (stereo not drawn)
  RXFP1 agonist: nt	Vif-APOBEC3G blk: 1.4%	Vif-APOBEC3F blk: nt	12-LOX inh: nt	IDH1 R132H inh: nt	USP1-UAF1 inh: nt	TrxR1 inh: -7.2%	TrxR1 substrate: -6.0%	RGS4 inh: -13.7%
> NC(=O)COc1ccc(C(=O)NCC2(N3CCOCC3)CCCCC2)cc1
  RXFP1 agonist: -2.6%	Vif-APOBEC3G blk: 3.0%	Vif-APOBEC3F blk: 0.0%	12-LOX inh: 138.9%[activator]	IDH1 R132H inh: 10.0%	USP1-UAF1 inh: -21.3%	TrxR1 inh: 24.6%	TrxR1 substrate: 4.3%	RGS4 inh: 4.4%

Arranged by the number under IDH1 R132H inh (ascending): 3 of the compounds above
Compound	IDH1 R132H inh
CCN(CC)c1nc(C(N)=O)cc(-c2ccccc2)n1	-8.2%
CC1CC(C)CN(C(=O)CSc2nnc3ccccn23)C1 (stereo not drawn)	-1.0%
Cc1ccc2cc(C=O)c(N3CCOCC3)nc2c1C	5.8%

Carrying on.
| Structure | RXFP1 agonist | Vif-APOBEC3G blk | Vif-APOBEC3F blk | 12-LOX inh | IDH1 R132H inh | USP1-UAF1 inh | TrxR1 inh | TrxR1 substrate | RGS4 inh |
| --- | --- | --- | --- | --- | --- | --- | --- | --- | --- |
| O=C1Cc2cc(S(=O)(=O)Nc3ccc(OC(F)(F)F)cc3)cc3c2N1CCC3 | 3.5% | 6.5% | -4.4% | -26.5% | 9.9% | -21.8% | -3.9%[57.1 µM] | -2.6%[57.1 µM] | -23.9% |
| CCN(c1ccc(NC(=O)COC(=O)C2CCN(c3ccc(C(F)(F)F)cn3)CC2)cc1)C(C)C | nt | -4.6% | 2.1% | 36.2% | 3.6% | -18.0% | 17.9% | -9.4% | -0.7% |
| COc1ccc(NC(=O)CNC(=O)c2cccs2)cc1Cl | 3.0% | -3.3% | -11.3% | 25.3% | 4.1% | -17.8% | -30.2% | ? | 8.2%[11.4 µM] |
| FC(F)(F)c1cc(-c2cccs2)nc2nc(N3CCOCC3)sc12 | 1.9% | 3.7% | 14.2% | 0.6% | -2.8% | -5.6% | -11.9%[57.1 µM] | 30.8% | 7.4% |
| O=C(NCCCN1C(=O)c2ccccc2C1=O)OCc1ccccc1 | nt | 0.2% | -3.2% | 24.0% | 1.0% | -7.0% | -0.6%[57.1 µM] | 7.5%[57.1 µM] | 2.5% |
| O=C1c2ccccc2S(=O)(=O)N1CCOc1ccccc1 | 1.5% | 1.9% | 8.6% | 0.0% | 1.8% | -14.8% | -2.6%[57.1 µM] | -3.0%[57.1 µM] | -6.1% |
| CC(C)OCCCn1c(SCC(N)=O)nc2c(sc3ccccc32)c1=O | 23.9% | 1.7% | ? | -12.7% | 1.3% | -18.0% | 3.5%[57.1 µM] | 3.2%[57.1 µM] | -5.4% |
| Cc1ccc2nc(-c3cccc(NC(=O)c4ccc5c(c4)OCCO5)c3)oc2c1 | 0.5% | -6.1% | 0.6% | -13.2% | 8.4% | -19.1% | -0.6% | 7.1% | -18.1% |
| CC(=O)N(c1ccc2oc(=O)sc2c1)S(=O)(=O)c1ccc(C(=O)O)cc1 | 2.8% | -0.2% | -13.3% | -5.1% | -1.8% | -18.8% | -8.9% | 7.1% | ? |
| O=C(Cc1c(F)cccc1Cl)NCCCn1ccnc1 | 0.1% | 1.7% | -4.1% | -10.8% | 5.6% | ? | 24.7% | 13.1% | 15.8% |
| Cc1ccc(O)c(-c2cc(-c3cccc(F)c3)n[nH]2)c1 | -0.6% | -22.8% | -4.7% | -13.1% | -0.6% | -10.3% | 8.9% | -0.6% | 2.2% |
| O=C(Cc1ccc(Cl)cc1)NCC(=O)N1CCCCC1 | -0.3% | -0.2% | 2.9% | -7.5% | 2.2% | ? | 11.8%[57.1 µM] | 6.5%[57.1 µM] | 8.4% |
| O=C1c2ccccc2NC(c2ccccc2Br)N1CCCN1CCOCC1 (stereo not drawn) | -1.4% | -0.9% | 1.3% | -16.8% | -0.3% | -1.6% | 4.9% | 67.3%[activator] | -9.6% |
| COc1cc(CN(C(=O)Nc2ccccc2)c2ccccn2)cc(OC)c1OC | -1.2% | 1.6% | -2.6% | -7.2% | -10.8% | -14.8% | 21.1% | -1.2% | 20.0% |
| COc1ccc(-c2cn3c(C)c(C(=O)N4CCc5ccccc5C4)sc3n2)cc1 | 1.8% | -22.3% | -3.3% | nt | -10.9% | -8.6% | 10.1%[57.1 µM] | 1.3%[57.1 µM] | -7.1% |
| COc1ccc(S(=O)(=O)N2CCN(Cc3cc(=O)n4ccccc4n3)CC2)cc1 | 2.2% | 3.0% | -5.6% | 7.0% | -0.6% | -19.2% | 0.2% | 0.4% | 0.4% |

A portion of the library (hit frequency here may not be typical).
